Source: PubChem BioAssay
WT yeast gro inh: growth inhibition of WT strain, primary screen, mitochondrial fusion inhibitor project, WT and mutant strains, chemical genetic | mitochondrial fusion phenotypic screen | inhibition, % at 10 µM | actives 2.1% (n = 190,000) | AID 1362, 2008; in the data active = inhibition above about 58%; tested in S. cerevisiae
CSM14.1 death rescue: rescue of cells from ER stress-induced death, primary screen, 384-well, CSM14.1, thapsigargin, ATP luminescence (AID 1222). 190,000 tested, under 10 active. cellular ATP content (survival), % at 20 µM; hits with a dose series show EC50 in µM. CSM14.1 thapsigargin-induced death rescue, ATP luminescence; higher % means a stronger effect;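 active = EC50 below 50 µM in the dose-response confirmation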;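 note: death triggered by thapsigargin at about 15 µM added after 2 h compound pretreatment; cell ATP read after overnight thapsigargin exposure of roughly 18 to 22 hours; normalized against plate controls of thapsigargin alone and 5% DMSO vehicle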
human PMI inhibition: inhibitors of human PMI, primary screen, biochemical, fluorescence intensity, coupled assay (AID 1209). purified PMI enzyme, coupled fluorescence intensity; higher % means a stronger effect. Mannose-6-phosphate isomerase (Homo sapiens). inhibition, % at 20 µM; hits with a dose series show IC50 in µM. actives 0.42% (n = 190,000);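 note: plate controls were DMSO vehicle for no effect and wells lacking substrate for full effect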
Hep lipid drop: inhibitors of hepatocyte lipid droplet formation, primary screen, imaging, high-throughput imaging, BODIPY stain; AID 1656, 2009; AML12 mouse hepatocytes, oleate lipid droplets; actives 0.4% (n = 240,000); inhibition, % at 6.5 µM;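 active = lipid droplet intensity inhibited by at least 50%, with more than 500 cells counted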
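Test system: AML12 mouse liver cells; schedule: overnight exposure; technique: high-content imaging of BODIPY-stained droplets and DAPI nuclei; read-out: % inhibition of corrected integrated BODIPY droplet signal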
TNAP activation fold: human TNAP enzyme activators, primary screen, biochemical, luminescent, no phosphate acceptor, uHTS (AID 1001). activation fold at 20 µM; hits with a dose series show EC50 in µM. purified TNAP, luminescent activation assay, no phosphate acceptor; higher activation fold means a stronger effect. Alkaline phosphatase, tissue-nonspecific isozyme (Homo sapiens). actives 0.03% (n = 200,000); in the data active = activation fold from about 3, or a potency from the dose series; inactive = the rest, 99 in 100 with activation fold below about 1.6; note: many of its hits are not listed in these tables
PMI inhibition: human PMI inhibitors, high substrate, primary screen, biochemical, fluorescence intensity, high mannose 6-phosphate (AID 1220); Mannose-6-phosphate isomerase (Homo sapiens); recombinant PMI enzyme, coupled fluorescence intensity; higher % means a stronger effect; one-dose inhibition, % at 20 µM; IC50 in µM for titrated hits; actives 0.66% (n = 190,000)
M1AAP inhibition: P. falciparum M1AAP inhibitors, biochemical, fluorogenic H-Leu-NHMec substrate, 1536-well (AID 1445) | Aminopeptidase N (Plasmodium falciparum (isolate 3D7)) | recombinant M1AAP, H-Leu-NHMec fluorogenic kinetic assay; higher % means a stronger effect | inhibition, % at 30 µM; hits with a dose series show IC50 in µM | actives 0.42% (n = 220,000);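 active = primary inhibition above the hit cutoff, then over 50% inhibition at one or more dose response concentrations, cut at about 23% in these data, passing the limit was not always enough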;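 note: plate controls were DMSO full reaction for no effect and no enzyme background for full effect; strong numbers were not always called active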
K1F lysis inhibition: inhibition of K1F phage lysis, E. coli UTI89, bacterial capsule biogenesis inhibitors, alamar blue (AID 488966); E. coli UTI89 K1F phage lysis, alamar blue, 2 h; higher % means a stronger effect; inhibition, % at 100 µM, or IC50 in µM where a hit was titrated; actives 0.02% (n = 340,000);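 active = phage lysis inhibition, versus mean bacterial control, above a set limit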;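 note: capsule biogenesis inhibitors block K1F phage lysis so surviving cells raise fluorescence; higher fluorescence means more inhibition of phage lysis; actives were called in the ten point dose series up to 300 µM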
Myeloid diff 2: induction of myeloid progenitor differentiation, primary screen, cell-based, flow cytometry, MLPCN library; ER-HoxA9 myeloid progenitors, lysozyme-GFP differentiation; calls only at 10 µM; actives 1% (n = 360,000);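 active = normalized GFP-positive differentiation at or above the plate's own cutoff, the solvent-only control mean plus 3 SD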;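 note: cells exposed to compound for four days before flow analysis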
WT yeast gro inh mutant strain: second read-out of WT yeast gro inh, no call of its own (marks repeat the call); inhibition, %; mitochondrial fusion phenotypic screen, mutant strain inhibition
Hep lipid drop cells 6.5 µM: further read-out of Hep lipid drop, marked with its call; cell count; measured here: cell count, cytotoxicity flag;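 cells counted across two imaged fields per well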
Myeloid diff 2 GFP+ MAC1+ %: recorded beside Myeloid diff 2, whose call it bears; GFP+ MAC1+ double positive, %; measured here: differentiation confirmed by MAC1 staining
An asterisk follows results filed as active; i = inactive; · = not tested or not shown; [ ] = remark or other dose. Cut-off read from the data, not from the text of the source, unless noted: active = inhibition above about 50%; inactive = the rest.

SMILES	WT yeast gro inh	WT yeast gro inh mutant strain	CSM14.1 death rescue	human PMI inhibition	Hep lipid drop	Hep lipid drop cells 6.5 µM	TNAP activation fold	PMI inhibition	M1AAP inhibition	K1F lysis inhibition	Myeloid diff 2	Myeloid diff 2 GFP+ MAC1+ %
CCOC12NC(=O)CC(=O)N1C(c1ccccc1)=CS2 (stereo unspecified)	9	9	-0.3%	-13%	·	·	1.1	-5%	4%	0.0%	i	0.4
Cc1ccc(S(=O)(=O)N2CCN(Cc3ccsc3)CC2)cc1	-4	16	1.7%	5%	1	685	1.1	-2%	3%	0.2%	i	0.3
COc1cc(/C=N/NC(=O)c2cccnc2)ccc1OCC(=O)Nc1ccccc1Cl	8	-1	·	-7%	4	704	1	-11%	-23%	0.3%	i	0.2
COc1cc(OC)c(C(=O)OC(C)C(=O)Nc2cccc(C(F)(F)F)c2)cc1OC (stereo unspecified)	-5	-14	-1.3%	2%	10	776	1	0%	-1%	-1.2%	i	0.6
O=C(O)c1cccc(NC(=O)c2ccc3c(c2)C(=O)N(Cc2ccco2)C3=O)c1	-1	-9	-0.9%	-2%	0	678	1.1	-1%	-1%	-1.6%	i	0.2
CC1CCN(C(=O)c2ccc(N(C)S(C)(=O)=O)cc2)CC1	-5	7	·	9%	4	636	1.1	11%	-4%	0.3%	i	0.6
COc1ccccc1/C=N/NC(=O)c1ccc(NC(=O)c2cccc([N+](=O)[O-])c2)cc1	-18	-1	0.7%	-2%	6	679	1.1	-6%	18%	·	·	·
CCN(CC)c1ccc(NC(=O)c2ccccc2)cc1S(=O)(=O)Nc1ccccc1OC	19	10	-0.9%	31%	-70	655	1.1	9%	9%	0.5%	i	0.8
CCOC(=O)c1c(C)n(C)c2ccc(O)c(CN(C)C)c12	-4	1	-2.9%	33%	·	·	1	49%	8%	-0.4%	i	2.2
COC(=O)c1ccc(C(=O)OC)c(NC(=O)CN(c2ccccc2)S(=O)(=O)N(C)C)c1	4	-1	-0.1%	14%	-11	745	1	8%	7%	-1.2%	i	0.2
CCc1nc(SCC(=O)OC(C)C)c2ccccc2n1	1	7	-0.2%	·	-14	712	1.1	·	4%	-0.8%	i	0.2
N#Cc1cc(Oc2ccccc2)c(-n2nnc3ccccc32)cc1C#N	-16	7	-2.1%	1%	-9	727	1.1	3%	4%	0.7%	i	0.7

The list goes on, starting with the last four of the part before.
SMILES	WT yeast gro inh	WT yeast gro inh mutant strain	CSM14.1 death rescue	human PMI inhibition	Hep lipid drop	Hep lipid drop cells 6.5 µM	TNAP activation fold	PMI inhibition	M1AAP inhibition	K1F lysis inhibition	Myeloid diff 2	Myeloid diff 2 GFP+ MAC1+ %
CCOC(=O)c1c(C)n(C)c2ccc(O)c(CN(C)C)c12	-4	1	-2.9%	33%	·	·	1	49%	8%	-0.4%	i	2.2
COC(=O)c1ccc(C(=O)OC)c(NC(=O)CN(c2ccccc2)S(=O)(=O)N(C)C)c1	4	-1	-0.1%	14%	-11	745	1	8%	7%	-1.2%	i	0.2
CCc1nc(SCC(=O)OC(C)C)c2ccccc2n1	1	7	-0.2%	·	-14	712	1.1	·	4%	-0.8%	i	0.2
N#Cc1cc(Oc2ccccc2)c(-n2nnc3ccccc32)cc1C#N	-16	7	-2.1%	1%	-9	727	1.1	3%	4%	0.7%	i	0.7
CCCn1nc(NC(=O)c2ccco2)c2cc3ccccc3nc21	-5	6	-1.0%	1%	0	675	1.2	-5%	3%	-0.3%	i	0.2
O=C(NCCCc1ccccc1)C1CC(=O)N(c2ccc3c(c2)OCCO3)C1 (stereo unspecified)	-4	9	8.4%	1%	-12	734	1.1	0%	2%	-0.1%	i	0.8
CCC(C)NC(=O)CS(=O)Cc1nc(-c2cccc(C)c2)oc1C (stereo unspecified)	7	1	-1.3%	0%	·	·	1.1	0%	13%	0.5%	i	2.1
CC(C)N=C1NN=C(c2ccc(Cl)c(Cl)c2)CS1	11	6	-1.0%	15%	13	685	1.1	-7%	7%	·	i	0.1
Fc1cccc(-c2cc3nc4c(c(N5CCC6(CC5)OCCO6)n3n2)CCCC4)c1	69*	29*	0.7%	15%	32	802	1	10%	9%	4.3%	i	3.0
COC(=O)c1ccc(NC(=O)C(=O)N2CCN(C(=S)Nc3ccccc3OC)CC2)cc1	-12	6	0.5%	-5%	6	654	1.1	0%	4%	5.7%	i	1.0
Cc1cc(=O)oc2cc(OCC(O)CN3CCN(c4ccccc4)CC3)ccc12 (stereo unspecified)	14	3	-0.9%	7%	·	·	1.1	6%	0%	1.0%	i	0.0
CN1C(=S)SC(/[N+]([O-])=C\c2cccs2)C1(C)C (stereo unspecified)	-5	0	-1.4%	-1%	·	·	1.1	-3%	5%	3.0%	i	1.7
O=C(NCCCn1ccnc1)c1cc2c(s1)CCCCC2	-14	-16	-3.5%	4%	11	720	1.1	1%	6%	5.7%	i	0.6
Cc1ccc(C(=O)N2CCCC2)c(F)c1F	1	-25	-0.7%	5%	-20	773	1	8%	-8%	-0.1%	i	1.1
Cc1cc(Cl)c(S(=O)(=O)Nc2cc(S(=O)(=O)N3CCOCC3)ccc2F)cc1OCC(N)=O	17	12	-0.7%	-3%	0	623	1	3%	0%	0.2%	i	1.3
O=C(NNC(=S)NC(=O)c1ccco1)c1ccc(F)cc1	·	·	·	·	6	677	·	·	-17%	-0.1%	i	0.5
CSc1ccccc1NC(=O)Cn1nc([N+](=O)[O-])cc1C	-14	10	-0.8%	-4%	-13	709	1	3%	3%	-2.0%	i	0.2
COc1cccc(Nc2ncnc3nc[nH]c23)c1	-7	-15	-2.0%	3%	-3	680	1.7	3%	1%	-0.2%	i	1.7
Nc1c(Nc2ccccc2)c2ccccc2oc1=O	-4	0	-4.0%	10%	-18	625	1.1	9%	9%	1.4%	i	2.5
Cc1cc(NC(=O)COC(=O)C(Nc2ccc(C(F)(F)F)cc2Cl)C(C)C)no1 (stereo unspecified)	79*	28*	-0.2%	26%	-5	602	1	23%	-2%	-0.4%	i	0.5
CCCCc1c(C)c2ccc(OCC(C)=O)cc2oc1=O	-3	2	-3.1%	6%	5	721	1	5%	-4%	0.1%	i	1.1
CCSc1ncc(Cl)c(C(=O)Nc2ccccc2)n1	9	-10	1.1%	12%	1	462	1	9%	2%	5.3%[50 µM]	i	0.3
Cc1cccc(NC(=S)N(C)Cc2cn(C)c3ccccc23)c1	72*	54*	-2.9%	18%	-32	696	1.2	1%	2%	0.2%	i	0.1
OCCN1CCN(CC(O)COc2ccc3c(c2)OCO3)CC1 (stereo unspecified)	14	1	1.7%	8%	·	·	1	12%	1%	0.0%	i	0.5
c1ccc(Oc2cc(-c3ccccc3)ncn2)cc1	39	32	-3.0%	-4%	·	·	1.1	-7%	-6%	-0.3%	i	1.5
COc1ccc(CCNC(=O)CSc2nnnn2-c2ccccc2OC)cc1OC	12	8	·	7%	-8	632	1.1	5%	-1%	0.2%	i	2.0
Cc1ccc(C2NC(c3ccc(C)cc3)C(C)C(=O)C2C)cc1 (stereo unspecified)	·	·	·	·	2	690	·	·	0%	-0.1%	i	0.6
O=C(NCCc1ccccc1)C(=O)NCC1CCNCC1	-10	-4	-0.3%	-12%	5	690	0.9	-3%	1%	·	·	·
COc1cccc(C(=O)NNC(=O)c2ccccc2Br)c1	2	11	1.4%	2%	·	·	1.1	3%	-2%	2.0%	i	7.7
O=C(CN1CCC(C(=O)c2cccc(Cl)c2)CC1)Nc1cccc(C(=O)O)c1	-6	-2	-0.3%	1%	8	653	1.1	-4%	12%	0.5%	i	0.0
Cc1noc(C)c1COc1ccc(C(=O)OCc2nnc(-c3ccc(Cl)cc3)o2)cc1	-11	10	-0.3%	10%	·	·	1	17%	-17%	1.4%	i	0.5
CCOc1ccc(CC(=O)Nc2ccc(-c3ccc4nnc(C)n4n3)cc2)cc1	-2	-9	2.5%	-4%	7	695	1.1	-11%	13%	0.0%	i	0.5
CCOC(=O)c1cccc(NC(=O)CS(=O)(=O)Cc2nc(-c3cccc(OC)c3)oc2C)c1	-1	7	·	8%	-6	676	1.1	8%	2%	-0.2%	i	1.2
CCC(C)NC(=O)CSc1nnc(-c2ccncc2)n1-c1ccc(OC)cc1 (stereo unspecified)	6	8	1.2%	1%	·	·	1.1	7%	0%	-1.1%	i	1.3
CCCCC(=O)N/N=C(\C)CC(=O)Nc1cc(Cl)ccc1OC	-1	15	-1.2%	5%	·	·	1	5%	1%	0.0%	i	1.4
CN(c1ccc(C(=O)NCCSC(C)(C)C)cc1)S(C)(=O)=O	1	-8	-2.1%	8%	1	692	1.1	4%	-1%	0.7%	i	1.3
Cc1ccc(C(=O)Oc2cccc(NC(=O)c3ccco3)c2)cc1S(=O)(=O)N1CCC(C)CC1	-4	4	0.4%	5%	-4	812	0.8	9%	-5%	0.3%	i	0.7
COC(=O)CS(=O)(=O)c1cc([N+](=O)[O-])ccc1NC(=O)OC	-5	2	-1.5%	10%	0	768	1.1	14%	6%	-0.9%	i	0.0
COC(=O)CN(C)C1CC(=O)N(c2ccc(Cl)cc2)C1=O (stereo unspecified)	-11	0	-1.0%	-21%	6	719	1.2	-25%	6%	-0.9%	i	0.6
CCn1c(COc2ccccc2C)nnc1SCC(=O)CC(=O)Nc1ccccc1OC	0	-1	0.9%	5%	17	733	1.1	-1%	-1%	-0.2%	i	0.8
COc1cccc(CC(NC(C)=O)C(=O)NC2CCN(S(=O)(=O)c3ccc(NC(C)=O)cc3)CC2)c1 (stereo unspecified)	-22	-12	-1.9%	10%	11	687	1.1	6%	7%	-2.3%	i	0.1
O=C1/C(=C/c2ccc(O)cc2)CCc2ccc([N+](=O)[O-])cc21	-11	-31	-3.6%	-3%	4	689	0.9	6%	5%	0.3%	i	0.4
CC(=O)N1CCN(CCN=CC2=C(O)CC(c3ccco3)CC2=O)CC1 (stereo unspecified)	2	-3	-2.2%	-18%	·	·	1.1	-10%	5%	0.0%	i	1.4
CC(C)Oc1ccc(N2CC(C(=O)Nc3ccccc3F)CC2=O)cc1 (stereo unspecified)	13	18	-1.1%	8%	-27	765	1.1	5%	1%	0.3%	i	0.9
O=C(NNC1OC(CO)C(O)C(O)C1O)c1cccnc1 (stereo unspecified)	-6	-3	-1.9%	6%	8	678	0.8	13%	·	-0.8%	i	0.3
